Screening data deposited in PubChem BioAssay by National Center for Advancing Translational Sciences (NCATS).
Tb PYK inh = T. brucei pyruvate kinase inhibition | TbPYK enzyme, Kinase-Glo Plus ATP luminescence, 45 min | Potency, µM (doses to about 76.8 µM), inactives show top-dose activity, negative = inhibition, actives largely listed as inhibitors | 410,000 compounds, 0.12% hits | AID 624173; active = well fitted inhibition curve with a large enough effect; also: nearly all actives have a fitted effect of over 50% in size
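Readout: single end-point luminescence (Kinase-Glo Plus, 10 min). Reaction conditions were TbPYK/substrate plus 130 uM ADP, 45 min at RT, pH 7.2 TEA buffer. No-enzyme wells served as controls, and data were normalized before concentration-response fitting.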
Active calls of the source: *; [ ] = another dose, or the depositor's remark. % is scaled to controls: 0 for no effect and ±100 for the full control effect; potency is read from the fitted curve at half-maximal effect. Only part of the results is shown; count on the stated rates, not on these rows.

SMILES | Tb PYK inh
COC(=O)C1=C[C@@H](C(=O)OC)[C@@H]2C3=C(C(=O)[C@]2(C)NC(=O)c2ccccc2)[C@H](C)n2c(=O)n(-c4ccccc4)c(=O)n2[C@@H]3C1 | 9%
CC1(Cc2ccccc2OC(F)(F)F)C(=O)Nc2c(Cl)ccc(Cl)c21 (stereo not drawn) | -4%
CC(=O)c1cccc(NC(=O)c2noc3c2CCCC3)c1 | -4%
CC[C@H](C)[C@H]1CNC(=S)N1CC1CCN(CCC(C)(C)C)CC1 | -5%
Cn1nnnc1SCCCNCc1ccc(-c2cccc(Cl)c2)o1 | 0%
CCOc1ccc(NC(=O)c2ccc3nc(Cc4ccccc4)oc3c2)cc1 | 0%
Cc1ccc(-c2noc(-c3ccc(N4CCCC4)c([N+](=O)[O-])c3)n2)cc1 | 1%
CCN(CCCNC(=O)c1nn(-c2ccc(OC)cc2)c(=O)c2c1c1ccccc1n2C)c1ccccc1 | -4%
O=C(Cn1ncn2nc(-c3cccs3)cc2c1=O)NCc1ccccc1Cl | 0%
COc1cc2c(cc1OC)C(COc1ccccc1OC)N(C(=O)CC(C)C)CC2 (stereo not drawn) | 1%
Cc1ccc(C2(SCC(N)C(=O)O)c3ccccc3-c3ccccc32)cc1 (stereo not drawn) | -6%
COc1cccc(CN2CCN(C(=O)c3cc(-c4ccncc4)nc4ccc(C)cc34)CC2)c1 | 0%
O=C(NCc1ccc(Cl)cc1)c1cc2c(s1)-c1ccccc1SC2 | -9%
COCCCNC(=O)CSc1nc2cc3c(cc2c(=O)n1CCCC(=O)NCc1ccc2c(c1)OCO2)OCO3 | 0%
COc1ccc(Nc2ncc(C(=O)Nc3cc(C)ccc3OC)c3ccccc23)cc1 | 1%
COc1ccc(-n2ncc(C(=O)Nc3cccc(C(F)(F)F)c3)c2C2CCN(C(=O)OC(C)(C)C)CC2)cc1 | -7%[15.4 µM]
CO/N=C(\C(=O)N[C@@H]1C(=O)N2C(C(=O)[O-])=C(C[n+]3cccc4c3CCCC4)CS[C@H]12)c1csc(N)n1 | -14%
C[C@@H]1CN([C@@H](C)CO)C(=O)c2cc(Br)cnc2O[C@H]1CN(C)C(=O)CCN1CCCCC1 | -11%
CS(=O)(=O)c1ccc(Nc2nc(C(N)CCc3ccccc3)cs2)cc1 (stereo not drawn) | -6%
CCOc1ccccc1N(C)C(=O)C1CCCN(c2ncnc3c2nc2n3CCCCC2)C1 (stereo not drawn) | -1%
O=C(Nc1ccc2c(c1)OCCO2)C(c1ccnc2ccccc12)N1CCN(C/C=C/c2ccccc2)CC1 (stereo not drawn) | 5%
Cc1ccc(-n2sc3cc(F)ccc3c2=O)c(C)c1 | 10µM*
NC(=O)c1ccc(OCc2ccccc2)nc1 | 0%
CC(=O)c1cccc(NC(=O)Nc2nnc(N3CCCC3)s2)c1 | -5%
COc1cccc(Nc2cc(-c3ccccc3)nc(C)n2)c1 | -12%

The closing 2 compounds of the section above come first, to join the parts:
SMILES | Tb PYK inh
CC(=O)c1cccc(NC(=O)Nc2nnc(N3CCCC3)s2)c1 | -5%
COc1cccc(Nc2cc(-c3ccccc3)nc(C)n2)c1 | -12%
CCOC(=O)c1ccc2c(c1)N(Cc1ccccc1)C(=O)c1ccccc1S2 | -4%
O=C(Nc1ccc(C(=O)O)cc1)Oc1ccc(N(CCCl)CCCl)cc1 | -7%
CC(C)n1c(=O)c2ccccc2n1Cc1cn(-c2ccc(Cl)cc2)nn1 | 2%
COc1cc(OC)c(NC(=O)c2nn(-c3ccc(C)cc3)c(=O)c3c2c2ccccc2n3C)cc1Cl | 2%
CCN(Cc1ccccc1)C(=O)c1c(C)oc2ncn(C)c(=O)c12 | 1%
CCCCN1CCCCC1(C)C(=O)NCc1cccc(OC)c1 (stereo not drawn) | 0%
COc1ccc(Cl)cc1NC(=O)Cc1ccc(NC(=O)N2CCCCc3ccccc32)cc1 | -5%
COC(=O)Cn1c(SCCOc2ccccc2Cl)nc2ccccc21 | 0%
COc1ccc(NC(=O)Cn2c(=O)n(CCCC(=O)NCc3ccccc3Cl)c(=O)c3ccccc32)c(OC)c1 | -1%
Cc1ccc2c(c1)Oc1ccccc1N=C2 | -1%
COc1ccc(-c2cc(C(=O)Nc3cc(C(F)(F)F)ccc3Cl)no2)cc1 | 1%
COc1cc(NC(=O)Cn2nnc(-c3ccc(C(F)(F)F)cc3)n2)c(C(=O)O)cc1OC | -7%
CN(C)CC/C=C1\c2cc(Cl)ccc2Sc2cc(F)c(F)cc21 | 4%
O=C(NNC(=O)c1ccncc1)Nc1cc(Cl)ccc1Cl | -7%
COc1ccc2nc(C)cc(Nc3ccccc3OC)c2c1 | 3%
CCCCSc1nnc2c(n1)OC(c1ccc(Br)s1)Nc1ccccc1-2 (stereo not drawn) | 7%
COc1c(NC(C)=O)c2c(c([N+](=O)[O-])c1OC)C(=O)OC2 | 0%
Cc1ccccc1NC(=O)c1nc(S(C)(=O)=O)ncc1N(Cc1ccco1)Cc1sccc1C | 2%
O=C(NCc1ccccc1)c1nc(-c2ccc(Cl)cc2)n2c1CCCCC2 | 1%
CC1=C(C(=O)OC2CCCCCC2)C(c2c(F)cccc2Cl)CC(=O)N1 (stereo not drawn) | 1%
Cc1ccc(O)c(NC(=O)c2noc3c2CCCC3)c1 | -2%
CC(C)(C)OC(=O)N1CCC(c2c(C(=O)N3CCOCC3)cnn2-c2cccc(F)c2)CC1 | 2%
COc1ccc(Cl)cc1NC(=O)NCCn1c(=O)oc2ccc(C)cc21 | 2%
COc1ccc(Br)c(C(=O)N2CCCC2(C)C(=O)NCC(C)C)c1 (stereo not drawn) | 2%
Cc1ccccc1C(=O)Nc1nc(-c2nnn(-c3ccc(C(C)C)cc3)c2C)ns1 | -4%

Part of the list above, reformatted:
molecule: CN(C)CC/C=C1\c2cc(Cl)ccc2Sc2cc(F)c(F)cc21
  Tb PYK inh: 4%
molecule: CCCCN1CCCCC1(C)C(=O)NCc1cccc(OC)c1 (stereo not drawn)
  Tb PYK inh: 0%
molecule: COc1ccc(-c2cc(C(=O)Nc3cc(C(F)(F)F)ccc3Cl)no2)cc1
  Tb PYK inh: 1%
molecule: CCN(Cc1ccccc1)C(=O)c1c(C)oc2ncn(C)c(=O)c12
  Tb PYK inh: 1%

Next section
SMILES | Tb PYK inh
COc1ccc(NC(=O)COc2ccc(S(=O)(=O)NC3CCCCC3)cc2)cc1OC | 0%
Cc1ccc(CNC(=O)c2c(C)oc3nc(C)nc(N4CCOCC4)c23)cc1 | -6%
COc1ccc(NC(=O)CSc2nc3ccccc3nc2N2CCC(C)CC2)cc1 | 3%
O=C(NCCCc1ccccc1)C(=O)NCC1OCCN1S(=O)(=O)c1cc(F)ccc1F (stereo not drawn) | 5%
Cc1ccc(CNC(=O)CN2C(=O)C3(SCC(=O)N3c3cc(C)cc(C)c3)c3ccccc32)cc1 (stereo not drawn) | 5%
CCCCNS(=O)(=O)c1ccc2nc(-c3cccnc3)cc(C(=O)NCCCOC(C)C)c2c1 | 0%
Cc1ccc(N2C(=O)CS(=O)(=O)C23C(=O)N(C)c2ccccc23)cc1F (stereo not drawn) | -2%
O=C(NCc1ccc(F)cc1F)[C@@H]1CCCN1C(=O)[C@@H]1CCCN1 | 8%
Cc1ccc2c(c1)-c1c(cnc3cc(-c4ccc(Cl)cc4)nn13)CO2 | -4%
COc1cc2nn(-c3ccccc3N)nc2cc1OC | 1%
CCc1ccc(C(=O)c2cn(CC(=O)Nc3cc(OC)cc(OC)c3)c3ccc(CC)cc3c2=O)cc1 | 3%
COc1ccc(C(=O)N2CCN(C(=O)COc3ccc(Br)cc3)CC2)cc1OC | 2%
CCOC(=O)c1cc(S(=O)(=O)N(C)c2ccccc2)[nH]n1 | 0%
Cc1ccc(S(=O)(=O)N2CCOCC2)cc1C(=O)N1CCN(S(=O)(=O)c2ccccc2F)CC1 | -1%
CCOC(=O)c1ccc(NC(=O)c2c(N3CCCC3=O)c3cc(OC)ccc3n2C)cc1 | 9%
O=C(NCc1ccccc1Cl)c1ccc2c(c1)nnn2C1CCCC1 | -3%
COc1ccc(S(=O)(=O)NC(=O)C2(C)CCN2C(=O)CC2CC2)cc1 (stereo not drawn) | -4%
CC1=C(C)CC2(C(=O)NC(=O)NC2=O)C(C)C1 (stereo not drawn) | -12%
CCc1ccc(CNC(=O)c2ccc(-c3nc(CSc4ccc(C)cc4)c(C)o3)cc2)cc1 | 2%
CN(CCc1ccccc1)C(=O)c1cccc(NC(=O)Cc2cccc(NC(=O)C3CCCN(C(=O)C4CCCCC4)C3)c2)c1 (stereo not drawn) | 5%
CCOC(=O)c1cc(-c2ccc(F)cc2)n(CCC(=O)Nc2cc(OC)cc(OC)c2)c1C | 3%[15.4 µM]
CCOc1ccccc1-c1cnc(NC)cn1 | -4%
O=C(CN1C(=O)COc2ccc(S(=O)(=O)N3CCOCC3)cc21)NCc1ccc(F)cc1 | 1%
CCc1ccc(NC(=O)Cn2c(=O)c(-c3ccccc3NC(C)=O)nc3ccccc32)cc1 | 0%
COc1ccc(Br)cc1C(=O)Nc1nc2ccc(F)cc2s1 | -1%

A few values from the results shown.
CCc1ccc(CNC(=O)c2ccc(-c3nc(CSc4ccc(C)cc4)c(C)o3)cc2)cc1 | Tb PYK inh: 2%
CCOC(=O)c1ccc(NC(=O)c2c(N3CCCC3=O)c3cc(OC)ccc3n2C)cc1 | Tb PYK inh: 9%

Next results
SMILES | Tb PYK inh
CCn1cc(C(=O)NCCCN(CC(C)C)CC(C)C)c(=O)c2cc(S(=O)(=O)N3CCc4ccccc4C3)ccc21 | 4%
CCOC(=O)c1cccc(NC(=O)CC(c2ccc(F)cc2)N2Cc3ccccc3C2=O)c1 (stereo not drawn) | 4%
Cc1ccc(NC(=O)c2nc(S(C)(=O)=O)ncc2N(Cc2ccco2)Cc2ccccc2F)c(C)c1 | -2%
CC(C)(C)CC(C)(C)NCC(O)COc1ccc2c(c1)CCC2 (stereo not drawn) | 3%
Nn1c(Cc2ccccc2)nc2ccccc2c1=O | 2%
CCCOc1ccc(CNC(=O)C(C)n2nc(C)n3c(cc4occc43)c2=O)cc1 (stereo not drawn) | -6%
O=C(O)CN(CC(=O)O)CC(=O)O | 2%
Cc1ccc(NC(=O)c2ccc3c(c2)CCN3S(C)(=O)=O)cc1 | 4%
Cc1cc(OC(C)C(=O)N(Cc2ccco2)Cc2ccccc2F)cc(C)c1Cl (stereo not drawn) | 6%
O=C(Nc1c(C(=O)N2CCN(c3ccccc3F)CC2)oc2ccccc12)c1ccc(Br)o1 | -2%
COc1ccc(-c2ccc(CN3C(CC(C)C)C(=O)N(Cc4cn(CCC5OCCO5)nn4)CCS3(=O)=O)cc2)cc1OC (stereo not drawn) | -5%
Cc1ccc(C)c(OC(=O)CSc2nnc(-c3cccs3)o2)c1 | -2%
O=C(COC(=O)c1ccccc1)NCC1COc2ccccc2O1 (stereo not drawn) | 9%
Cc1ccc(CN2CCC(CNC(=O)Nc3ccc(C)c(C)c3)C2)cc1 (stereo not drawn) | -1%
CCC(=O)N1CCc2cc(Br)cc(S(=O)(=O)Nc3ccc(C)cc3C)c21 | 2%
CCOc1ccc(OCCCC(=O)Nc2cc(S(=O)(=O)N3CCOCC3)ccc2N2CCOCC2)cc1 | 2%
O=C(c1noc2c1CCCCC2)N1CCN(c2cccc(C(F)(F)F)c2)CC1 | 7%
CCOc1ccc(NC(=O)c2oc3ccccc3c2NC(=O)c2cc(C)cc(C)c2)cc1 | -2%
O[C@H]1C[C@H](c2ccc(Cl)cc2)N(Cc2cccs2)C[C@@H]1n1cc(-c2ccc(F)cc2)nn1 | -8%
Cc1ccc(CNC(=O)c2oc3c(c2C)-c2nn(Cc4ccc(Cl)cc4)cc2CC3)cc1 | 1%
Nc1nc(N)c2cc([N+](=O)[O-])ccc2n1 | -3%
CC1(C(=O)Nc2cnc3ccccc3c2)CCN1Cc1ccc2ccccc2c1 (stereo not drawn) | -6%
O=C(C[C@H]1C[C@@H]2c3cc(NS(=O)(=O)c4ccccc4)ccc3O[C@@H]2[C@H](CO)O1)N1CCOCC1 | -12%
CS(=O)(=O)N1CCC2(CCN(c3ccncc3)CC2)CC1 | -7%
Cc1cc(OCC(=O)N2CCN(CCc3ccncc3)CC2)cc(C)c1Cl | 3%

5 entries drawn at random from those above, as already listed:
SMILES | Tb PYK inh
Cc1cc(OC(C)C(=O)N(Cc2ccco2)Cc2ccccc2F)cc(C)c1Cl (stereo not drawn) | 6%
Cc1ccc(NC(=O)c2nc(S(C)(=O)=O)ncc2N(Cc2ccco2)Cc2ccccc2F)c(C)c1 | -2%
CCOc1ccc(OCCCC(=O)Nc2cc(S(=O)(=O)N3CCOCC3)ccc2N2CCOCC2)cc1 | 2%
Cc1ccc(C)c(OC(=O)CSc2nnc(-c3cccs3)o2)c1 | -2%
CCn1cc(C(=O)NCCCN(CC(C)C)CC(C)C)c(=O)c2cc(S(=O)(=O)N3CCc4ccccc4C3)ccc21 | 4%

Next section:
SMILES | Tb PYK inh
Cc1ccc(N2CC(C(=O)NCc3nnnn3-c3ccc(C)c(C)c3)CC2=O)cc1C (stereo not drawn) | -10%
Cc1ccc(Cc2c(-c3ccccc3)nc3c(C)cc(Br)cn23)cc1 | 5%
O=C(c1ccco1)N1CCC2(CC1)CN(c1ccccn1)C2 | 2%
CC(=O)Nc1ccc(-c2noc(-c3csc([C@@H]4C[C@H](O)[C@@H](CO)O4)n3)n2)cc1 | 7%
CC1(C(=O)NC2CCCCC2)Cc2ccccc2C(=O)N1Cc1ccc(Cl)cc1 (stereo not drawn) | -1%
COc1cccc(Cn2c(=O)c(-c3cccs3)nc3cnc(Nc4ccccc4)nc32)c1 | -11%
CCOC(=O)c1ccc(-n2c(CCC(=O)O)ccc2-c2ccccc2)cc1O | -6%
CCOC(=O)c1cc(-c2ccccc2)n(CCCC(=O)Nc2cccc(Cl)c2C)c1C | -6%[15.4 µM]
NC(=O)c1cccc(Nc2nc(C(N)COCc3ccccc3)cs2)n1 (stereo not drawn) | 1%
